12-LOX inh: blocks human arachidonate 12S-lipoxygenase; Potency, µM (series often up to 108 µM), for the others: at the highest dose activity change, negative = inhibition, most hits filed as inhibitors; purified 12hLO, xylenol orange hydroperoxide absorbance; hit rate 1.1% among 580,000; active means well fitted inhibition curve with a large enough effect; inconclusive means small, poorly fitted or top-dose-only effect, or another doubt; inactive means no such curve, though single readings can be large or run the other way
Target sequence (P18054 whole entry, looked up): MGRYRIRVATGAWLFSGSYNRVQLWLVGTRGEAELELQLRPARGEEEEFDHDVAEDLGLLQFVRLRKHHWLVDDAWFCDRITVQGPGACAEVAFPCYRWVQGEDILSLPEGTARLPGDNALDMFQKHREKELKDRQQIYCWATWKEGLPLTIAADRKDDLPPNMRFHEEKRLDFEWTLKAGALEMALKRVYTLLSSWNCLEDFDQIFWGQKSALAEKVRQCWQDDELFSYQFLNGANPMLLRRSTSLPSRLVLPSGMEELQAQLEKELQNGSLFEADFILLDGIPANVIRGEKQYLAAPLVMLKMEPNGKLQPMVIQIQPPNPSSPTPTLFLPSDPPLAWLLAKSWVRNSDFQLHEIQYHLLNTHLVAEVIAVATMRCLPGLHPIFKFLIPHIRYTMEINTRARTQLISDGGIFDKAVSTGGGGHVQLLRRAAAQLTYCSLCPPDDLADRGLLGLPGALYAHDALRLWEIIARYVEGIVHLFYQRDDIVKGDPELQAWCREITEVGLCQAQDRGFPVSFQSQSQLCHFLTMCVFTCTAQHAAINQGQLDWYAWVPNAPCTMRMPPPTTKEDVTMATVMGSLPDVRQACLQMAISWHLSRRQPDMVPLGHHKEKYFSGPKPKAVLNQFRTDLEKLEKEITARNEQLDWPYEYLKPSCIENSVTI
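Purified human 12hLO at 150 nM in 25 mM Hepes, 0.01% Triton X-100, pH 7.0, preincubated 15 min at room temperature with compound. Reaction started with 40 uM arachidonic acid, 30 min at room temperature. Hydroperoxide measured by Fe-xylenol orange, 573/405 nm absorbance ratio.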
* = called active by the depositor; ? = inconclusive; [ ] = dose if it differs, or a comment. On the % scale 0 is the no-effect control and ±100 the full control effect; potency means the concentration at half of the fitted maximal effect. This is a subset; the hit share may differ from the screen's.

12-LOX inh	Molecule
18%	O=C(CN1CCc2ccccc2C1)N1N=C(c2ccco2)CC1c1cccs1 (stereo not drawn)
-3%	Cc1ccoc1C(=O)OCc1ccccc1C#N
51%[activator]	CCOC(=O)C1CCN(C(=O)c2cc(-c3ccncc3)cn2Cc2ccccc2C)CC1
?	CCCCN(C)C(=O)CSc1nc2ccsc2c(=O)n1-c1ccccc1F
32µM*	CCOC(=O)Nc1ccc(NS(=O)(=O)c2ccc(C)cc2Cl)cc1
2%[6.33 µM]	O=C(c1ccc(Cl)cc1)N1CCC2(CC1)CC(Cc1ccccc1)=NO2
34%	Cc1ccc([S+](=O)([O-])N2CCC(N3CCCNC3=O)CC2)cc1
72%[activator]	NC1CCC(n2cc(C(=O)N3CCNCC(O)C3)nn2)CC1 (stereo not drawn)
?	COc1ccc2c(C)c(CCC(=O)Nc3cccc(C)c3C)c(=O)oc2c1
22%	C=CCNC(=O)c1ccc(CN2C(=O)NC3(CCS(=O)(=O)CC3)C2=O)cc1
?	Cc1nc(Cc2nn3c(-c4ccccc4)nnc3s2)cs1
54%[activator]	O=C(NCC(O)COc1ccc(C(F)(F)F)cc1)C1CCCCC1 (stereo not drawn)
?	O=C(CN1CCS(=O)(=O)CC1)N1CCN(c2ccccn2)CC1
1%	Cc1cc(C)c(CNC(=O)c2cc(-c3ccccc3O)cc3c2OCCN3C(C)C)c(=O)[nH]1
2%	CC(C)C[C@@H](NC(=O)[C@@]1(O)C[C@@H](O)[C@H](O)[C@@H](NC(=O)CS(=O)(=O)c2ccccc2)C1)C(N)=O
?	COc1cc(Cl)c(C)cc1NC(=O)C(C)N1CCN(S(=O)(=O)c2ccccc2C#N)CC1 (stereo not drawn)
-3%	O=C(NCCc1cccc(Cl)c1)c1ccncc1
4%	COCCNC(=O)[C@@H]1C[C@H](Oc2cccnc2)CN1C(=O)c1ccccn1
-3%[176 µM]	O=C(NCc1ccccc1)c1nc2c(o1)CCN(Cc1c(F)cccc1F)CC2
-26%	Cn1c(NCc2ccc3c(c2)OCO3)nc2c1c(=O)n(Cc1ccc(F)cc1)c(=O)n2C
54%[activator]	CCOCCn1c(=O)[nH]c2cc(C(=O)N(C)CCc3noc(C)n3)ccc21
1%[22.9 µM]	CC(C)C1CN(C(=O)OC(C)(C)C)CCN1 (stereo not drawn)
6%	Nc1nccnc1C(=O)NCCCC1CCCC1
69%[activator]	Cc1cnc(CCNC(=O)c2n[nH]c(=O)c3ccccc23)n1C1CCCCC1
-2%	Cc1cc(C(=O)Nc2ccccc2C#N)cs1
?	c1ccc(-c2sc(-c3ccccc3)c(-c3ccccc3)c2-c2ccccc2)cc1
-16%	COCCNC(=O)CN1CCN(c2cc(-c3nc4ccccc4s3)c3ccccc3n2)CC1
3%	Cc1nnc2ccc(SCC(=O)Nc3cccc(Cl)c3Cl)nn12
37%[activator]	CC(C)Nc1nc(C(=O)Nc2ccc3cc[nH]c3c2)cs1
1%	O=C(c1cn(CCN2CCNCC2)nn1)N1C[C@@H]2CC[C@H](C1)N(CC1CC1)C2
30%	O=C(NCc1ccccc1)c1cc2c(s1)CCN(C(=O)c1ccccc1)C2
56%[activator][176 µM]	Cc1ccccc1CNC[C@H]1Cn2ccnc2CO1
29%	CN(C)c1ccc(CN[C@H]2CC(C)(C)[C@@H]3C[C@@](C)(O)CC[C@]23CCC(=O)NCc2cccnc2)cc1
-10%	COc1ccc(C(=O)N2CC3CC(C2)[C@H]2CCCC(=O)N2C3)cc1 (stereo partly drawn)
-10%[176 µM]	COc1ccc(-c2[nH]nc3ncc(-c4ccc([S+](C)(=O)[O-])cc4)nc23)cc1F
?	O=C(CSc1ccc2c(c1)OCCCO2)c1ccc[nH]1

2 of these compounds, reformatted:
mol	12-LOX inh
NC1CCC(n2cc(C(=O)N3CCNCC(O)C3)nn2)CC1 (stereo not drawn)	72%[activator]
COc1ccc2c(C)c(CCC(=O)Nc3cccc(C)c3C)c(=O)oc2c1	?

(continued)
12-LOX inh	Molecule
36%[activator]	O=C1CCN(C(=O)Nc2ccccc2)CCCC(c2nc(-c3cnccn3)no2)CCN1 (stereo not drawn)
7%[6.33 µM]	Cn1ncc2c(-c3ccc([S+](C)(=O)[O-])cc3)cc(C(=O)NCc3ccc(F)cc3)nc21
-10%	O=C(Nc1cccc(C(F)(F)F)c1)c1c(-c2ccccc2)nc2n1CCS2(=O)=O
16%	COc1ccc(NC(C)=O)cc1NC(=O)CCc1c[nH]c2ccccc12
-24%	CC(C)c1cc(C(=O)NCCc2cccs2)c(N)s1
-9%	CCCCc1ccc(-n2nnnc2SCC(=O)Nc2ccc3c(c2)OCCO3)cc1
21%	CC(C)NC(=O)N(C1CC1)C1CCOC2(CCN(C(=O)Cc3cccc(F)c3)CC2)C1 (stereo not drawn)
-16%	Cn1c(CN2CCOCC2)nnc1SCc1c(F)cccc1Cl
?	CCNc1ncnc2c1CN(C1CCCNC1)C(=O)CN2C (stereo not drawn)
?	Cc1nn(Cc2ccccc2)c(C)c1[C@@H]1C=C[C@@H](NC(=O)NC(C)C)C1
?	Cc1cccc(C)c1NC(=O)COC(=O)c1ccc2c(c1)NC(=O)C(C)S2 (stereo not drawn)
2%	CCNC(=O)Cn1nc(C)c2c(C(=O)OC)cc(C3CC3)nc21
?	CC(=O)Oc1c(Cl)cc(Cl)cc1Sc1cc(Cl)cc(Cl)c1OC(C)=O
15%	c1ccc(N2CCN(CCNCC3CNc4ccnn4C3)CC2)cc1 (stereo not drawn)
4%	COC(=O)c1ccc(COc2ccc3c(C)c(Cc4ccccc4)c(=O)oc3c2)o1
50%[activator]	Cc1ccc(NC(=O)N2CCC(CCNC(=O)C(C)C)CC2)cc1F
?	CN1C(=O)CC(C(=O)O)C12CCN(Cc1cccc(-c3ccccc3)c1)CC2 (stereo not drawn)
45%[activator]	O=C1[C@H]2CN(Cc3ccc(F)cc3)C[C@H]2C(=O)N1CCN1CCc2ccccc2C1
?	Cc1ccc(CNCc2ccccc2C(F)(F)F)cc1
0%	CCOc1ccccc1C(=O)NC(C(=O)OCc1ccccc1C)C(C)C (stereo not drawn)
?	CSc1ccc(-c2ccc3c(c2)C(=O)N2CC[C@H](NC(=O)c4cccs4)C[C@H]2C(=O)N3)cc1
10%	N#Cc1cccc(CN2CCCN(S(=O)(=O)c3ccccc3)CCC(=O)NCC2)c1
4%	CN1CCC(N2CCC[C@H]2C(=O)NCc2cc3n(n2)CCCNC3)CC1
-7%	C=CCNc1nc(-c2c(C(=O)OC)c(C)n(C(C)C)c2C)cs1
25%	Cc1cc(S(=O)(=O)N2CCCC2)ccc1OCC(=O)Nc1ccccc1Oc1ccccc1
-6%	Cc1noc([C@@H]2CN(C(=O)c3ocnc3C)C[C@H]2COCC2CC2)n1
31%[activator]	O=C(NCc1ccccc1)N1CCCCC1c1nc(C2CC2)n[nH]1 (stereo not drawn)
26%[176 µM]	Cc1ccc(-c2nnc3ccc(NCc4cccc(F)c4)nn23)nc1
?	CC(C)CCNC(=O)C12CC3CC(C1)CC(c1ccccc1)(C3)C2
20%	Cn1c(=O)c2c(nc(NCc3ccco3)n2Cc2cccc(Cl)c2)n(C)c1=O
?	Cc1[nH]c2ccccc2c1-c1csc(NC(=O)C2CCC2)n1
60%[activator]	NC(=O)COc1cccc(C(=O)N2C[C@H](CO)C[C@H](CN3CCCC3)C2)c1
3%	Cc1nc2c(OCC(=O)c3ccccc3)cccn2c(=O)c1-c1cc(C)n(-c2ccc(Cl)cc2)n1
5%[176 µM]	O=C(c1cccs1)N1CC[C@H](c2nnc(Cc3c[nH]c4ccccc34)o2)C1
-1%	COc1ccc(/C=N/OCC(=O)OCC(=O)c2ccc(Cl)cc2)cc1
28µM*	Cc1ccc(S(=O)(=O)Nc2ccc3c(c2)CN(CCc2ccc(F)cc2)C(=O)C(C)O3)cc1F (stereo not drawn)

14 entries from above, set out differently.
smiles,12-LOX inh
CCOc1ccccc1C(=O)NC(C(=O)OCc1ccccc1C)C(C)C (stereo not drawn),0%
CSc1ccc(-c2ccc3c(c2)C(=O)N2CC[C@H](NC(=O)c4cccs4)C[C@H]2C(=O)N3)cc1,?
N#Cc1cccc(CN2CCCN(S(=O)(=O)c3ccccc3)CCC(=O)NCC2)c1,10%
CN1CCC(N2CCC[C@H]2C(=O)NCc2cc3n(n2)CCCNC3)CC1,4%
C=CCNc1nc(-c2c(C(=O)OC)c(C)n(C(C)C)c2C)cs1,-7%
Cc1cc(S(=O)(=O)N2CCCC2)ccc1OCC(=O)Nc1ccccc1Oc1ccccc1,25%
Cc1noc([C@@H]2CN(C(=O)c3ocnc3C)C[C@H]2COCC2CC2)n1,-6%
O=C(NCc1ccccc1)N1CCCCC1c1nc(C2CC2)n[nH]1 (stereo not drawn),31%[activator]
Cc1ccc(-c2nnc3ccc(NCc4cccc(F)c4)nn23)nc1,26%[176 µM]
CC(C)CCNC(=O)C12CC3CC(C1)CC(c1ccccc1)(C3)C2,?
Cn1c(=O)c2c(nc(NCc3ccco3)n2Cc2cccc(Cl)c2)n(C)c1=O,20%
Cc1[nH]c2ccccc2c1-c1csc(NC(=O)C2CCC2)n1,?
NC(=O)COc1cccc(C(=O)N2C[C@H](CO)C[C@H](CN3CCCC3)C2)c1,60%[activator]
Cc1nc2c(OCC(=O)c3ccccc3)cccn2c(=O)c1-c1cc(C)n(-c2ccc(Cl)cc2)n1,3%

Other results follow.
12-LOX inh	Molecule
70%[activator]	CCCn1nccc1C(=O)N1CCCC(CCc2cccc(C(F)(F)F)c2)C1 (stereo not drawn)
65%[activator]	CC(=O)c1cc(-c2nc(C3CCOC3)no2)cs1 (stereo not drawn)
42%[activator]	Cc1ccc(C(=O)NC(C(=O)NC2CC2)C2CCN(C(=O)c3ccccc3F)CC2)cc1 (stereo not drawn)
?	CCOc1ccccc1N1CCN(CC(=O)Nc2c(C)cc(C)cc2Cl)CC1
-16%	CN1CCN(c2nc3c(c(=O)[nH]2)CCN(Cc2ccc(F)c(Cl)c2)CC3)CC1
-42%	Cc1cc(C)n2nc(SCC(=O)c3cc(C)n(C(C)C)c3C)nc2n1
-79%	COCCNC(=O)c1ccc(-c2nc(CS(=O)c3ccc(C)cc3)c(C)o2)cc1 (stereo not drawn)
41%[activator]	C/C(=N\NC(=O)c1cccs1)c1ccccc1
19%	Cc1ncc(C(=O)N2CCC3(CC2)Nc2ccccc2NC3=O)c(=O)[nH]1
86%[activator]	COc1ccc(N2CCC(N3CCC4(CC(=O)NC4=O)C3)CC2)cc1 (stereo not drawn)
6%	COC(=O)C1=C(C)N(Cc2ccccc2C(F)(F)F)C(=NCc2cc(OC)c(OC)c(OC)c2)NC1c1ccccc1C(F)(F)F (stereo not drawn)
-13%	Cc1ccc(F)cc1NC(=O)c1cnc2ccccc2n1
?	CCCCN(Cc1cc2ccccc2[nH]c1=O)C(=O)c1ccc(OC)cc1
13%	CCNC(=O)N1CCC2(CC1)CN(c1ccccc1)C2=O
83%[activator]	CCC(C)N1CCN(C(=O)CCc2ccc3c(c2)CN(C(=O)C2CC2)CCO3)CC1 (stereo not drawn)
0%	Cc1ccc(F)c(C(=O)N[C@H](C2CCNCC2)C2CC(O)C2)c1Cl (stereo partly drawn)
-8%	CN(C(=O)c1ccc(NC(=O)Cc2cccc(NC(=O)C3CCN(C(=O)CCc4ccccc4)CC3)c2)cc1)C1CC1
-38%	Cc1cccn2cc(CSc3nnc4c(Cl)cc(C(F)(F)F)cn34)nc12
-18%	COc1cccc(CNC(=O)Cc2c(C)nc3ccccc3c2C)c1
4%	Cc1cc(SCC(=O)Nc2ccc(F)c(F)c2)nc2ccccc12
1.4µM*	CSc1ccc(/C=N/Nc2cccc(Cl)c2)cc1
8%	C[C@H]1[C@@H](NS(=O)(=O)c2cc(Cl)cc(Cl)c2)CC[C@@]23CCCN2C(=O)CCC[C@@H]13
2%	COc1ccc2c(CNc3ccccc3C)cc(=O)oc2c1
?	Nc1cccc(C(=O)O)c1[N+](=O)[O-]
65%[activator]	CC1=NS(=O)(=O)N(C)C=C1C(=O)OCc1nc(-c2cnccn2)no1
-2%	FC(F)(F)c1cc(-c2ccccc2)nc(SCc2ccncc2)n1
-3%[176 µM]	CCCCCCCCC(=O)OCC
21%	CCNS(=O)(=O)c1cccc(C(=O)N2CCCC2c2ccc(OCC)cc2)c1 (stereo not drawn)
36%[activator]	COc1cccc(OCc2nc(C(=O)N(C)Cc3cnc4ccccn34)co2)c1
50%[activator]	COCCN1CCC(C(=O)Nc2cccc(NC(=O)Cc3ccccc3)c2)C1 (stereo not drawn)
9%	CCn1cnc2c1c(=O)n(CC(=O)Nc1ccc(N3CCCC3=O)cc1)c(=O)n2Cc1ccccc1
-12%	CCOC(=O)c1noc2nc(C)n(Cc3nc(-c4ccc(OC)c(OC)c4)oc3C)c(=O)c12
?	Cc1cc(N2CCCCC2)nc(Nc2ccc(NC(=O)Cc3ccccc3)cc2)n1
55%[activator]	O=C(NCCCn1ccnn1)C1CCCN(C2CCCC2)C1 (stereo not drawn)
?	CC1=C(C(=O)Nc2cc(C)on2)C(c2c(Cl)cccc2Cl)NC(=O)N1C (stereo not drawn)
31%	Cc1cc(Nc2ccccc2)n2nc(Cc3ccc(Cl)cc3)nc2n1
61%[activator]	CC(NS(=O)(=O)c1ccccc1F)C(=O)Nc1ccc(C(C)(C)C)cc1 (stereo not drawn)
-9%	O=C(O)CCC(=O)c1cccs1
?	COC(=O)[C@H](NC(=O)[C@@H]1[C@@H](NC(=O)Nc2cccc(SC)c2)CCN1C(=O)c1cccn1C)C(C)C
-14%	CC(=O)Nc1ccc(NC(=O)c2cc(=O)c(OCc3ccccc3F)co2)cc1
32%[activator]	CN(Cc1cccnc1)c1nc2c(c(=O)[nH]1)CCN(Cc1ccccc1)CC2
67%[activator]	O=C(NC1CCc2nnc(C3CC3)n2CC1)c1ccsc1 (stereo not drawn)
59%[activator]	Cc1cc(C(F)(F)F)n(CC(C)CNc2ncncn2)n1 (stereo not drawn)
90%[activator][176 µM]	Cn1ccnc1CNC[C@H]1Cn2c(-c3ccccc3)cnc2CO1
8.6µM*	COc1ccc(S(=O)(=O)Nc2cc(-c3c(O)ccc4ccccc34)c(O)c3ccccc23)cc1
17%	N#Cc1ccc(/C=C/C(=O)c2cc3cc(Cl)ccc3o2)cc1

Source: PubChem BioAssay
